# HIV RNase H inh – inhibitors of HIV-1 reverse transcriptase RNase H. P04585. AID 565. RT-RNase H RNA/DNA duplex cleavage, fluorescence. 65,000 compounds, 1.9% hits. inhibition, % at 10 µM; in the data active means inhibition above about 50%
# RmlC RmlD mix – inhibitors of RmlC and RmlD coupled enzymes; RmlC/RmlD coupled enzyme inhibition, 384-well mixture HTS; inhibition, % at 5.5 µM; 110,000 compounds, 0.39% hits; in the data active means inhibition above about 30%, passing the limit was not always enough; further: strong numbers were not always called active
# * marks the source's active call; other numbers are inactive results; . = not tested or not shown; & = joins results of further samples. This is a subset. The share of hits here may be higher or lower than overall.
# Preview (15 entries):
SMILES,HIV RNase H inh,RmlC RmlD mix
CC(C)n1nnnc1SCC(=O)Nc1ccc2c(c1)OCO2,.,10
C=CCNC(=O)C1CC(=O)N(c2ccc(Br)cc2)C1 (stereo unspecified),-3,-11
Cc1cc(=O)oc2cc(OCC(=O)N3CCCc4ccccc43)ccc12,-34,-6
Cn1c(=O)c2c(-c3ccccc3)n(-n3cnnc3)cc2n(C)c1=O,1,5
CC1(C(=O)NCc2cc(F)cc(C(F)(F)F)c2)C=CC2(CCCCC2)N1C(=O)c1ccccc1 (stereo unspecified),.,9
CSC(=NS(=O)(=O)c1ccccc1)SC,.,2
CN(C)CCN1C(=O)c2oc3ccccc3c(=O)c2C1c1cccc(Br)c1 (stereo unspecified),3,-7
N#Cc1ccccc1NC(=O)CNc1ccccc1N1CCCCC1,.,4
Cc1cc(Cl)c(S(=O)(=O)Nc2ccon2)cc1OCC(=O)NC1CCCCC1,-3,-14
CCCS(=O)(=O)c1nc(S(=O)(=O)c2ccc(C)cc2)c(N2CCCC2)s1,-2,1
COc1ccc(N2CCN(CCCNC(=O)C3CCCN(S(=O)(=O)c4cnc[nH]4)C3)CC2)cc1 (stereo unspecified),-6,-11
CCOC(=O)c1c(C)n(OCc2ccccc2)c2ccc3nonc3c12,0,-45
O=C(COC(=O)c1ccc2ccccc2c1)Nc1ncc(C(F)(F)F)cc1Cl,.,3
C=CCn1c(=O)c(C#N)cc2c(=O)n3ccccc3nc21,-13,58*
CCOC(=O)Cn1c(S(=O)(=O)Cc2ccccc2)nc2ccccc21,-4,4

# All compounds of this part, repeating the preview:
SMILES,HIV RNase H inh,RmlC RmlD mix
CC(C)n1nnnc1SCC(=O)Nc1ccc2c(c1)OCO2,.,10
C=CCNC(=O)C1CC(=O)N(c2ccc(Br)cc2)C1 (stereo unspecified),-3,-11
Cc1cc(=O)oc2cc(OCC(=O)N3CCCc4ccccc43)ccc12,-34,-6
Cn1c(=O)c2c(-c3ccccc3)n(-n3cnnc3)cc2n(C)c1=O,1,5
CC1(C(=O)NCc2cc(F)cc(C(F)(F)F)c2)C=CC2(CCCCC2)N1C(=O)c1ccccc1 (stereo unspecified),.,9
CSC(=NS(=O)(=O)c1ccccc1)SC,.,2
CN(C)CCN1C(=O)c2oc3ccccc3c(=O)c2C1c1cccc(Br)c1 (stereo unspecified),3,-7
N#Cc1ccccc1NC(=O)CNc1ccccc1N1CCCCC1,.,4
Cc1cc(Cl)c(S(=O)(=O)Nc2ccon2)cc1OCC(=O)NC1CCCCC1,-3,-14
CCCS(=O)(=O)c1nc(S(=O)(=O)c2ccc(C)cc2)c(N2CCCC2)s1,-2,1
COc1ccc(N2CCN(CCCNC(=O)C3CCCN(S(=O)(=O)c4cnc[nH]4)C3)CC2)cc1 (stereo unspecified),-6,-11
CCOC(=O)c1c(C)n(OCc2ccccc2)c2ccc3nonc3c12,0,-45
O=C(COC(=O)c1ccc2ccccc2c1)Nc1ncc(C(F)(F)F)cc1Cl,.,3
C=CCn1c(=O)c(C#N)cc2c(=O)n3ccccc3nc21,-13,58*
CCOC(=O)Cn1c(S(=O)(=O)Cc2ccccc2)nc2ccccc21,-4,4
N#CC(=C1N=c2ccccc2=N1)c1c(O)[nH]c2ccccc12,.,8
CN1CCN(/C=N/c2sc3c(c2C#N)CCCCC3)CC1,-4,7
CCOc1ccc(CCNC(=O)C2CC(=O)N(C3CCCC3)C2)cc1OCC (stereo unspecified),-3,.
OCCOCC#CCN1CCOCC1,-4,.
CCOc1ccc(C(=O)c2nc3c(n2O)CCCC3)cc1,-1,-8
Cc1c(CCO)c(=O)[nH]n1C(=O)c1ccc(F)cc1,.,12
O=C(COc1cccc2ccccc12)NNC(=O)[C@@H]1CCCC[C@@H]1C(=O)O,.,6
COc1ccc(-n2nnnc2SCC(=O)c2cccc(OC)c2)cc1,-11,5
O=C(COC(=O)C1CCN(C(=O)c2ccc(Cl)cc2)CC1)c1ccco1,-10,39
CCC(C)(C)N1CC(=O)N(Cc2ccccc2)C(c2ccc(OC)cc2)C1=O (stereo unspecified),-2,-14
Cc1nc2ccccc2c2oc(C(=O)NCCN3CCN(C)CC3)cc12,-27,5
COc1ccc(-c2noc(CCCc3ccccc3)n2)cc1OC,-27,-22
O=C(NC1CCCCC1)C(c1ccc(Cl)cc1)N(C(=O)c1cnccn1)c1ccc2c(c1)OCO2 (stereo unspecified),3,-14
Cc1cccc(-n2c(CN3C(=O)c4ccccc4C3=O)nc3ccccc3c2=O)n1,-10,.
CCOC(=O)N1CCN(C(=O)CS(=O)(=O)Cc2nc(-c3ccccc3C)oc2C)CC1,-3,7
O=C(Nc1ccc(F)cc1)N(CCCN1CCOCC1)Cc1cc2cc3c(cc2[nH]c1=O)OCCO3,1,10
Oc1ccc(Cl)cc1-c1cc(C(F)(F)C(F)F)nc(-c2ccccc2)n1,.,-5
C=C1C[C@]2(O)[C@@]3(C)CCC(=O)C(C)(C)C3=C(O)C(=O)[C@@]2(C)[C@@H]2C(=O)O[C@@](C)(C(=O)OC)C(=O)[C@@]12C,.,3
O=C(OC(C(=O)NC1CCCC1)c1cccnc1)C1=Cc2ccccc2OC1 (stereo unspecified),.,-7
CS/C(=N\S(=O)(=O)c1cccs1)Nc1ccc(N2CCOCC2)cc1,-8,-13
CC(c1ccco1)N(C(=O)c1ccc(Cl)s1)c1ccccn1 (stereo unspecified),-11,-11
O=C(NC1CCCCC1)NC1CCN(S(=O)(=O)Cc2ccccc2)CC1,3,-11
CCOc1ccc(Cl)cc1CNCCNCCO,.,6
CSc1ccccc1NC(=O)CN(Cc1ccc(Cl)cc1)S(C)(=O)=O,-30,8
CCN(CC)S(=O)(=O)c1ccc(S(=O)(=O)N(Cc2ccccn2)Cc2ccco2)cc1,2,0
CC(C)NCC(O)COc1cccc2[nH]ccc12 (stereo unspecified),-9,.
Cc1cc(Br)ccc1NC(=O)CNC(=O)CN(C)Cc1nc2ccccc2c(=O)[nH]1,11,-1
COC(=O)Nc1nc(C)c(C(=O)N(C)C)s1,-2,7
c1ccc(Cn2nnnc2C(c2ccccn2)N2CCOCC2)cc1 (stereo unspecified),-10,-15
CC1CC(C)CN(C(=O)COC(=O)CNS(=O)(=O)/C=C/c2ccccc2)C1 (stereo unspecified),2,8
CCCc1cc2c(=O)c(-c3ccc4c(c3)OCCO4)c(C)oc2cc1OS(C)(=O)=O,.,-7
O=C(CSc1nnc(-c2cccs2)n1Cc1ccco1)c1ccc2c(c1)OCO2,-64,-8
CC#CCCCC(=O)Nc1ccccc1C(=O)O,-3,-2
Cc1ccc(CSc2nc3ccncc3[nH]2)cc1,.,-13
Cc1nc(N2CCOCC2)nc2c1CCCC2,.,4
Cc1ccc(C2C(C(=O)c3cc4ccccc4o3)=C(O)C(=O)N2CCN(C)C)o1 (stereo unspecified),-2,.
CCCC(=O)N1c2ccc(-c3csc(N)n3)cc2CC1C (stereo unspecified),-5,7
Clc1ccc(Oc2nnnn2-c2ccccc2)cc1,.,-20
Cc1ccc2nc(NCc3ccco3)c(C=NCc3ccco3)c(=O)n2c1,-3,-78
CCOC(=O)c1cccc(-n2c(C)nc3ccccc3c2=O)c1,-8,11
Cc1cc(C)cc(OCC(=O)NCc2nc(-c3ccccc3)no2)c1,-4,-12
COc1nc(OC)nc(N2CCC(C(=O)Nc3cccc4c3CCCC4)CC2)n1,-14,2
O=C(c1csc2c1CCCC2)N1CCN(c2ncccn2)CC1,-7,-12
CCN(CC)CCN1C(=O)c2ccccc2NC1c1ccccc1F (stereo unspecified),.,43
CC(C)NC(=O)CCS(=O)(=O)c1ccc(Br)s1,-9,5

# (more compounds)
SMILES,HIV RNase H inh,RmlC RmlD mix
Cc1ccccc1NS(=O)(=O)c1ccc(NC(=O)c2nc3ncccn3n2)cc1,.,-3
Cc1n[nH]c(=O)nc1NC(C)c1ccccc1 (stereo unspecified),.,-3
CCOc1ccc(OCC)c(NC(=O)CN2CCN(c3cc(C)ccc3C)CC2)c1,6,15
CC1CCCCN1Cc1c(C#N)c2ccccc2n1C (stereo unspecified),.,-6
CCN(CC)C(=O)C1CCN(CC2CC=CCC2)CC1 (stereo unspecified),1,-8
C=CCn1c(COc2ccccc2)nnc1SCC(=O)N/N=C/c1ccc(C)cc1,.,-3
COc1ccc(OC)c(C2C(C(=O)c3ccco3)=C(O)C(=O)N2CCCN2CCOCC2)c1 (stereo unspecified),-11,.
CN(C)c1nc(Oc2ccc(C(=O)OCC(=O)Nc3ccccc3)cc2)nc(N(C)C)n1,-2,1
Cc1cc(C)c2nc(NNC(=O)c3ccc(S(=O)(=O)N4CC(C)CC(C)C4)cc3)sc2c1 (stereo unspecified),.,4
COC(=O)c1cc(Br)c(=O)n(-c2ccc(OC)cc2)c1,0,-7
O=C(CSc1nnc(-c2ccc(Cl)s2)o1)N1CCOCC1,7,.
O=C(CSc1ccsc1[N+](=O)[O-])NCCc1ccccc1,.,-21
CCCNC(=O)C(=O)c1cccn1-c1ccsc1C(=O)OC,.,8
CCn1c(SCCN2CCCCC2)nnc1-c1ccc(S(=O)(=O)N2CCOCC2)cc1,2,4
Cc1nn(-c2cc(Cl)ccc2N)c(=O)c2ccccc12,25,-7
CCOC(=O)CN1C(=O)SC(CC(=O)Nc2nccs2)C1=O (stereo unspecified),-10,-8
Cc1ccc(N(CC(=O)N2CCOCC2)S(C)(=O)=O)cc1C,.,-8
O=C1CCC(/C=C/c2ccccc2)=NN1Cc1ccccc1Cl,.,-5
CN1/C(=C\C(=O)C(F)F)C(C)(C)c2ccccc21,-11,17
COc1ccccc1C(=O)Nc1cc(-c2nn3c(C)nnc3s2)ccc1C,-7,.
CCn1cc(C(=O)NC(=S)Nc2cccc(O)c2)cn1,.,-17
CCOC(=O)c1sc2nc3c(cc2c1N)COC(C)(C)C3,2,-27
Cc1cc(-c2ccccc2)nc(N2CCN(c3ccccn3)CC2)n1,-1,.
CCN1CCN(Cc2ccc(NC(=O)c3cc(NC(=O)C(=O)c4c[nH]c5ccccc45)cc(OC)c3)cc2C(F)(F)F)CC1,.,4
C=C(C)c1nc(N)nc(N)n1,-3,3
CCOC(=O)N1CCN(C(=O)c2ccc3c(c2)NC(=O)C(N2CCOCC2)S3)CC1 (stereo unspecified),-8,.
Cn1c(N)c(C(=O)CCl)c(=O)n(Cc2ccccc2)c1=O,.,-13
C=C(C)c1cccc(C(C)(C)NC(=O)N2CCC(C)CC2)c1,.,6
CC1(OC(=O)CCc2ccccc2)C(=O)C=C2C=C(c3ccc(C#N)cc3)N(CCc3c[nH]c4ccccc34)C=C2C1=O (stereo unspecified),.,8
O=C(N/N=C/c1cccc([N+](=O)[O-])c1)c1ccc2c(c1)OCCO2,.,-9
CCCCSc1nnc2nc(C)cc(C)n12,-4,3
COc1ccc(S(=O)(=O)N2CCN(c3ccc(C)cc3C)CC2)cc1OC,0,-9
COc1ccc(S(=O)(=O)n2nc(-c3ccc(Cl)cc3)cc2N)cc1OC,.,4
CCc1ccc(-c2cc(C(=O)N3N=C(C(F)F)CC3(O)C(F)F)c3ccccc3n2)cc1 (stereo unspecified),.,-25
CN(CCOc1ccc(CC2SC(=O)NC2=O)cc1)c1ccccn1 (stereo unspecified),.,-12&-11
COc1ccc(-c2nnn(CC(=O)NCCc3c[nH]c4ccccc34)n2)cc1OC,.,-9
Cc1cccc[n+]1CC(=O)Nc1ccc([N+](=O)[O-])cc1Cl,.,5
Cc1cccc(C(=O)NCCN(C)C)c1,.,8
O=C(NCc1ccc(F)cc1)C(c1ccncc1)N(C(=O)c1csnn1)C1CC1 (stereo unspecified),.,-9
O=C(COc1ncnc2ccc(Br)cc12)Nc1ccc(N2CCOCC2)cc1,-3,-8
CCOC(=O)c1oc2c(CN3CCCCC3C)c(O)ccc2c(=O)c1-c1ccc(OC)c(OC)c1 (stereo unspecified),-1,14
Cc1ccc(CNC(=O)C2c3ccccc3C(=O)N3CCc4ccccc4C23)o1 (stereo unspecified),-18,-42
CCOC(=O)N(CC)c1ccc(C(O)(C(=O)OC)C(F)(F)F)cc1 (stereo unspecified),-8,15
O=C(NCCc1cccs1)C1CC(c2ccccc2F)=NO1 (stereo unspecified),.,9
CCc1ccc(CNCCSc2nnnn2C)cc1,.,-70
O=C(CN1CCN(c2nc(-c3ccccc3)cs2)CC1)NCc1ccc2c(c1)OCO2,-13,-7
Cc1ccc(NC(=O)Nc2nc(-c3ccc(C)s3)cs2)cc1,.,-7
COC(=O)c1ccc2c(=O)n(CC3CCCO3)c(SCC(=O)Nc3ccccc3Cl)nc2c1 (stereo unspecified),.,15
COCCCNC(=O)CCCn1c(=O)[nH]c2ccccc2c1=O,-2,5
CCOc1ccc(C2CC(=O)NC3=C2C(=O)CCC3)cc1Cl (stereo unspecified),-14,7
COc1ccc(N2CCN(S(=O)(=O)c3cccc(C(F)(F)F)c3)CC2)cc1,-2,-4
CCOC(=O)c1[nH]c(C)c(C(=O)C(C)C)c1C,.,-14
CCC(CC)C(=O)NCCc1cc2cc(C)c(C)cc2[nH]c1=O,-18,-8
O=C(Cn1c(SCC(=O)NC2CCCC2)nnc1-c1ccncc1)Nc1ccc2c(c1)OCO2,-5,-10
CCOc1ccc(S(=O)(=O)NCCSCc2ccco2)cc1,.,-2
CC1CCN(c2c(NCC3CCC(C(=O)N4CCc5ccccc5C4)CC3)c(=O)c2=O)CC1 (stereo unspecified),.,-19
COC(=O)C1=C(C)N(CCC2=CCCCC2)C(=O)C1,0,-9
Cc1cc(C(=O)NCc2ccccc2)c(=O)[nH]c1C,2,4
CCOC(=O)c1sc(NC(=O)CSc2nc(C)cc(-c3ccccc3)n2)c(C#N)c1C,.,4
O=C(Nc1cccc(C(F)(F)F)c1)c1ccc2nc(-c3ccco3)c(-c3ccco3)nc2c1,.,1

# (more compounds)
SMILES,HIV RNase H inh,RmlC RmlD mix
CCOC(=O)c1sc(=S)n(-c2cc(F)ccc2F)c1N,72*,-9
Cc1ccc(Sc2nc(-c3ccccc3)nnc2C(F)(F)F)cc1,.,-4
Cc1c(-n2c(CN3C(=O)c4ccccc4C3=O)nc3ccccc3c2=O)c(=O)n(-c2ccccc2)n1C,1,-8
CSc1nc(-c2ccccc2)nc(N2CCCC2)c1C(C)=O,-26,11
CCOC(=O)c1c(C)n(-c2ccc(OC)cc2)c2c(C/C(C)=N/O)c(Br)c(OC)c(O)c12,.,5
